Source: PubChem (Sanford-Burnham Center for Chemical Genomics)
VHR inh color: VHR1 phosphatase inhibitors, primary screen, biochemical, colorimetric, HTS; Dual specificity protein phosphatase 3 (Homo sapiens), P51452; recombinant VHR phosphatase, colorimetric substrate read-out; inhibition, % at 20 µM; actives 0.7% (n = 50,000); in the data active = inhibition above about 60%; note: some results filed as inactive read as strong as hits
Target sequence (P51452 whole entry, looked up): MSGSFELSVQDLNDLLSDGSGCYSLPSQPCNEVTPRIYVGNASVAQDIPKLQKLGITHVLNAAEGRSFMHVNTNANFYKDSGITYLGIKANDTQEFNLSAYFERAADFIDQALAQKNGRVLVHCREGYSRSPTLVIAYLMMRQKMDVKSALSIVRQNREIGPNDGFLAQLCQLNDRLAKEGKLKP
* hit, by the source's call.

SMILES	VHR inh color
COc1ccccc1C1(O)CC(c2ccc(C)cc2)NC(c2ccc(C)cc2)C1C (centres undefined)	6.2
Cc1c(NC(=O)c2cc([N+](=O)[O-])ccc2Cl)cccc1-c1nc2ccccc2s1	8.1
Cc1ccc(C(C)C)c(OCc2nnc(NC(=O)c3ccc(Cl)cc3Cl)s2)c1	2.7
COc1ccc(CSCC(=O)O)cc1C(=O)O	-33.2
O=C1NC(=S)N(c2ccc(F)cc2)C(=O)/C1=C/c1ccc2c(c1)OCO2	12.4
CCOc1ccc(NC(=O)CC2SC(=Nc3ccccc3)N(c3ccccc3)C2=O)cc1 (centres undefined)	-16.6
O=C(Nc1ccc(NC(=O)c2cccs2)cc1)c1ccccc1	1.5
COC(=O)c1ccc(/C=N/NC(=O)C2CC(=O)N(c3ccc(Cl)cc3)C2)cc1 (centres undefined)	30.8
CC1CCCN(C(=O)C(Sc2ccccc2)c2ccccc2)C1 (centres undefined)	-29.3
O=C(O)c1ccccc1C=Nc1ccc2[nH]c(=O)[nH]c2c1	-6.0
COCCOC(=O)c1c(C)oc2ccc(OC(=O)c3ccccc3OC)cc12	-21.1
O=C1/C(=C/c2ccco2)SC(=S)N1c1ccc(F)cc1	-13.2
O=C(NCc1cccs1)c1nn2c(c1Cl)NC(c1ccccc1)CC2C(F)(F)F (centres undefined)	12.8
CCc1ccc(N2C(=O)CSC2c2ccc(Cl)cc2Cl)cc1 (centres undefined)	-0.2
COc1ccc(C(=O)Nc2ccccc2C(=O)NCCC(=O)Nc2ccccc2)cc1	-14.6
O=C(c1c(F)cccc1F)N1CCN(c2cc(N3CCOCC3)c(F)cc2[N+](=O)[O-])CC1	21.5
COc1ccc(CNCc2ccc(OC)c(OC)c2)cc1	-7.9
COc1ccc(CC(=O)Nc2cccc(F)c2)cc1OC	-74.1
O=C(Nc1ccc2c(c1)OCO2)c1ccco1	-3.6
CCc1nnc(NC(=O)c2cc([N+](=O)[O-])ccc2Cl)s1	-15.2
COc1cccc(/C=C2/SC(N)=NC2=O)c1	2.7
COc1cc(NS(=O)(=O)c2cc(Cl)ccc2Cl)c(OC)cc1Cl	5.8
NNC(=O)/C(=C/c1ccc2c(c1)OCO2)NC(=O)c1ccccc1	-9.6
COC(=O)c1sc(NC(=O)CCCOc2ccc(Cl)cc2Cl)c(C(=O)OC)c1C	-12.3
CS(=O)(=O)N(Cc1ccccc1)c1ccccc1C(=O)Nc1ccc(Cl)c(C(F)(F)F)c1	-2.7

Brought forward from above: 2 entries, then new ones.
SMILES	VHR inh color
COC(=O)c1sc(NC(=O)CCCOc2ccc(Cl)cc2Cl)c(C(=O)OC)c1C	-12.3
CS(=O)(=O)N(Cc1ccccc1)c1ccccc1C(=O)Nc1ccc(Cl)c(C(F)(F)F)c1	-2.7
COc1cc(OC)c(C2NC(=S)NC(C)=C2C(=O)Nc2ccccc2)cc1OC (centres undefined)	-4.6
CCOc1ccc(/C=C2\SC(=S)N(Cc3ccccc3)C2=O)c(OCC)c1	1.9
O=C(Nc1sc2c(c1C(=O)N1CCCCC1)CCCCC2)c1ccncc1	-13.6
CSc1nn(CN2CCCCC2)c(=S)s1	90.9
CCOC(=O)C(=CNCCCC(=O)O)C(=O)OCC	-1.7
CCc1ccc(NS(=O)(=O)c2ccc(NC(C)=O)cc2)cc1	-4.4
O=C(/C=C/c1cccc(N2C(=O)c3ccccc3C2=O)c1)c1cccc(N2C(=O)c3ccccc3C2=O)c1	-10.7
CCOC(=O)c1c(NC(=O)/C=C/c2cccs2)sc2c1CCCC2	0.6
CCc1ccc(S(=O)(=O)Nc2ccc(NC(C)=O)cc2)cc1	-46.3
CCc1ccccc1N1C(=O)C2C(c3ccccc3Cl)OC3(C(=O)c4ccccc4C3=O)C2C1=O (centres undefined)	-11.1
O=C1CC(c2ccccc2)CC2=C1C(c1ccccn1)Nc1ccccc1N2 (centres undefined)	0.4
O=[N+]([O-])c1ccc(C2CC(c3ccc(Cl)cc3)=Nc3ccccc3N2)cc1 (centres undefined)	-6.2
CC(C)c1ccccc1OCC(=O)Nc1cccc(C(F)(F)F)c1	-44.7
COc1ccc(NC(=O)CSc2nc3ccccc3[nH]2)c(OC)c1	-17.3
Cc1cc(Cl)ccc1OCC(=O)Nc1ccccc1[N+](=O)[O-]	-13.7
CN(C)c1ccc(/C=N/N=C2/NC(=O)C(Cc3ccc(Cl)cc3)S2)cc1 (centres undefined)	-1.4
COc1cc(/C=C2\C(=O)N(C)C(=O)N(c3ccccc3)C2=O)cc(OC)c1O	-7.7
O=C(CSc1nc2sc3c(c2c(=O)n1-c1ccc(Cl)cc1)CCC3)Nc1ccccc1	10.6
CC1(C)CN1S(=O)(=O)c1ccccc1 (centres undefined)	-13.2
COc1ccc(C2=NC(=Cc3cccc4ccccc34)C(=O)O2)cc1	10.7
O=C(O/N=C(/c1ccncc1)c1ccc([N+](=O)[O-])cc1)c1cccc(F)c1	-5.3
Cc1nc(-c2ccccc2)nc(N/N=C/c2c(F)c(F)c(F)c(F)c2F)c1C	-19.7
COc1cc(C(=O)N2CCN(C(=O)c3ccncc3)CC2)cc(OC)c1OC	-15.3
CC(C)(C)c1cc(N=NC(=O)c2ccncc2)cc(C(C)(C)C)c1O	4.4
OCCNC(Nc1ccc(Cl)cc1)=C(c1ccccc1)c1ccccc1	-2.0

Among those listed so far, three have a furan ring, fused or not:
SMILES	VHR inh color
COCCOC(=O)c1c(C)oc2ccc(OC(=O)c3ccccc3OC)cc12	-21.1
O=C1/C(=C/c2ccco2)SC(=S)N1c1ccc(F)cc1	-13.2
O=C(Nc1ccc2c(c1)OCO2)c1ccco1	-3.6

(more compounds)
SMILES	VHR inh color
CN(C)S(=O)(=O)NCCNc1ccc([N+](=O)[O-])cc1	1.5
Cc1cc(NCc2cccnc2)nc2ccccc12	-11.3
CS(=O)(=O)c1ccc2nc(NC(=O)c3cc(-c4ccccc4)nc4ccccc34)sc2c1	-1.4
CCOc1cc(/C=c2\sc3n(c2=O)C(c2cccc(OC)c2)C(C(=O)Nc2ccccc2)=C(C)N=3)ccc1O (centres undefined)	-2.4
Cc1ccc(/C=C2\SC(=S)N(CC(C)C)C2=O)cc1	4.0
Cc1ccc(OCC(=O)Nc2ccc(F)c([N+](=O)[O-])c2)cc1	-12.7
Cc1ccccc1OCCOc1cccc(/C=N/n2cnnc2)c1	-1.7
CS(=O)(=O)N(CC(=O)Nc1cccc2ccccc12)c1cccc(Cl)c1	-19.6
CC(=O)NNC(=O)c1cccc(Cl)c1	-3.2
CCN(c1ccccc1)c1nc2nonc2nc1N(C)C	-7.3
O=C(O)CSc1nnc(-c2ccc(Cl)cc2Cl)n1-c1ccc(Cl)cc1	3.8
O=C(Nc1ccc(N2CCOCC2)cc1)c1ccccc1Cl	-22.7
O=C(NC(=S)Nc1cc(Cl)ccc1Cl)c1ccco1	-14.9
Cc1sc2nc(-c3ccc([N+](=O)[O-])cc3)[nH]c(=O)c2c1C	21.3
C=CCc1ccccc1OCCOc1ccc(Cl)cc1/C=C1/SC(=S)N(C)C1=O	4.7
CC(=O)c1ccc(NC(=O)CSC(N)=O)cc1	-1.7
CCOC(=O)N1CCN(C(=O)CN2C(=O)c3ccccc3C2=O)CC1	4.8
COc1ccc(NC2=C(Cl)C(=O)N(c3ccc(C)cc3C)C2=O)cc1	3.7
C=CCNc1nc2ccccn2c(=O)c1/C=C1\SC(=S)N(CCc2ccccc2)C1=O	23.6
CC(C)(CN1CCOCC1)NS(=O)(=O)c1ccc(Cl)cc1	-7.1
C=CCNC(=O)CN(c1ccc(C)cc1)S(=O)(=O)c1ccc(OCC)cc1	2.6
Cc1sc(NC(=O)c2sc3ccccc3c2Cl)c(C(N)=O)c1C	-5.2
O=C1/C(=C\c2ccc3c(c2)OCO3)SC(=S)N1CCc1ccccc1	-23.2
C=CCn1c(CSc2nc3ccccc3s2)n[nH]c1=S	-20.6
Cc1ccc(C(=O)N2N=C(c3ccccc3)CC2(O)C(F)(F)F)cc1 (centres undefined)	-23.2

Other structures follow.
SMILES	VHR inh color
Cc1cccc(NC(=O)c2cc3cc(Br)ccc3oc2=O)c1	4.1
Cc1cc(/C=C2\C(=O)NC(=S)N(c3ccc(Br)cc3)C2=O)c(C)n1-c1cccnc1	24.7
O=C(Nc1ccccc1C(=O)Nc1ccc(O)cc1)c1ccccc1	6.8
CCOC(=O)C1CCN(C(=O)Nc2cccc(Cl)c2)CC1	-14.2
CCCCOc1ccc(S(=O)(=O)N(Cc2ccccc2)Cc2ccccc2)cc1	-27.1
Cc1[nH]c2ccccc2c1SCC(=O)O	-13.3
Cc1c(NC(=O)CSc2nnc(-c3cccc(F)c3)n2-c2ccccc2)c(=O)n(-c2ccccc2)n1C	4.3
Cc1ccc(-n2[nH]c(C)c(/C=N/NC(=O)c3cccc([N+](=O)[O-])c3)c2=O)cc1C	-22.6
CC(C)(C)c1nnc(NC(=O)Nc2ccc(Cl)cc2)s1	-13.1
CC(C)c1ccccc1NC(=O)c1sc2ccccc2c1Cl	-6.6
COc1ccc(/C=C(\C#N)C(=O)O)cc1	2.9
CCCC1=C(C(=O)OCC)C(c2ccccc2Cl)NC(=O)N1 (centres undefined)	-20.6
O=C(NNC1=C(C(=O)C(F)(F)F)CCC1)c1cccc(Cl)c1	-15.4
CCCC(=O)Nc1ccc(NC(=O)c2ccc(Br)cc2)cc1	-19.6
Cc1ccc(-c2cc(C(=O)Nc3c(C)cccc3C)c3ccccc3n2)s1	-6.4
COC(=O)c1ccc(C2Nc3ccccc3-c3nnc(SC)nc3O2)cc1 (centres undefined)	-25.1
COc1cccc(-n2c(O)c(C=NCC3CCCO3)c(=O)[nH]c2=O)c1 (centres undefined)	-7.7
O=C(Nc1ccc(-c2nc3ccccc3o2)c(O)c1)c1cccc(OCc2ccccc2)c1	-11.0
COc1ccc(S(=O)(=O)Nc2ccccc2C(F)(F)F)cc1	8.1
CN1C(=O)/C(=C/c2ccc3c(c2)OCO3)SC1=S	-17.6
CC(=O)n1cnc(-c2ccc(N)c([N+](=O)[O-])c2)c1	0.6
CCOC(=O)C1=C(O)/C(=C/c2ccc(Br)cc2)SC1=Nc1ccccc1	-10.9
O=C1N=c2ccc([N+](=O)[O-])cc2=C1c1sc(NS(=O)(=O)c2ccccc2)nc1O	1.8
CCOc1ccc(N2C(=O)CC(Sc3nc4ccc(OCC)cc4s3)C2=O)cc1 (centres undefined)	-14.1
O=C(Nc1ccccc1C(=O)Nc1ccccn1)c1ccco1	8.2

(more compounds)
SMILES	VHR inh color
CC(C)(C)c1ccc(C(=O)N2N=C(c3cccnc3)CC2(O)C(F)(F)F)cc1 (centres undefined)	8.1
CCn1c(C)nc2c(Br)c(O)ccc21	61.7
COc1cc(OC)c(C=Nc2ccccc2C(=O)Nc2ccccc2)cc1Br	-2.5
COC(=O)C1=C(O)/C(=C/c2ccc(OCC(=O)Nc3ccccc3)cc2)N=C1C	-36.7
O=C(O)COc1ccc(/C=N/NC(=O)C(O)(c2ccccc2)c2ccccc2)cc1	12.7
COc1cc(C(=O)n2nc(C)c(Sc3ccccc3)c2C)cc(OC)c1OC	38.9
Cc1cc(C)nc(SCC(=O)Nc2nnc(-c3ccccc3)s2)n1	12.9
CSc1ccccc1NC(=O)c1cccc(Br)c1	11.7
COc1ccc2ccccc2c1/C=C1/SC(NC(C)=O)=NC1=O	-1.7
Cc1ccccc1OCC(=O)Nc1ccc(Br)cn1	-3.5
O=C(Cc1cccs1)Nc1cccc(C(F)(F)F)c1	-10.1
N#Cc1c(NCc2ccccc2)ccnc1SCc1ccccc1	-1.5
O=[N+]([O-])c1ccccc1CSc1nnnn1-c1ccccc1	-6.3
Cc1ccc(C(=O)Nc2cc(C)on2)cc1	-8.9
O=C(O)C1Nc2ccc3ccccc3c2C2C=CCC12 (centres undefined)	91.9*
Cc1cc(=O)oc2ccc(OCC(=O)Nc3ccc(S(=O)(=O)O)cc3)cc12	81.4
C/C(O)=C/c1nc2ccccc2nc1/C=C(/C)O	-16.3
O=C(CSc1nc2ccc(N3C(=O)c4ccccc4C3=O)cc2s1)NCc1ccco1	32.5
Cc1ccc2nc(-c3cc(Cl)c(N)c(Cl)c3)sc2c1	-12.8
C=COCCNC(=O)C(=O)Nc1ccccc1OCC	-32.5
O=C(Nc1cc([N+](=O)[O-])ccc1C(=O)N1CCC(Cc2ccccc2)CC1)c1cccs1	-11.8
O=c1c2ccccc2nc(/C=C/c2ccco2)n1Cc1ccccc1	-8.3
Cn1c(-c2ccco2)nc2c3ccccc3c3ccccc3c21	-3.2
CC(c1ccccc1)c1nnc(NC(=O)Nc2ccc(Cl)cc2)s1 (centres undefined)	-6.7
COc1cccc(C(=O)NCCc2nc3ccccc3[nH]2)c1	-10.1

Among those listed so far, 8 contain bromine:
SMILES	VHR inh color
Cc1cccc(NC(=O)c2cc3cc(Br)ccc3oc2=O)c1	4.1
Cc1cc(/C=C2\C(=O)NC(=S)N(c3ccc(Br)cc3)C2=O)c(C)n1-c1cccnc1	24.7
CCCC(=O)Nc1ccc(NC(=O)c2ccc(Br)cc2)cc1	-19.6
CCOC(=O)C1=C(O)/C(=C/c2ccc(Br)cc2)SC1=Nc1ccccc1	-10.9
CCn1c(C)nc2c(Br)c(O)ccc21	61.7
COc1cc(OC)c(C=Nc2ccccc2C(=O)Nc2ccccc2)cc1Br	-2.5
CSc1ccccc1NC(=O)c1cccc(Br)c1	11.7
Cc1ccccc1OCC(=O)Nc1ccc(Br)cn1	-3.5

Carrying on.
SMILES	VHR inh color
CCSCCOC(=O)C1=C(C)N(C)C(=O)NC1c1cc2c(cc1Br)OCO2 (centres undefined)	-59.1
CCCCCCOc1ccc(N2C(=O)CC(N3CCN(c4ccc(F)cc4)CC3)C2=O)cc1 (centres undefined)	0.1
O=C(NCC(O)c1ccccc1)c1ccc(CSc2ccc(Cl)cc2)cc1 (centres undefined)	1.1
CC1=C(C(=O)Nc2ccccc2)C(c2ccccc2)n2c(s/c(=C/c3ccc(F)cc3)c2=O)=N1 (centres undefined)	-10.2
COc1ccc(C(=O)Nc2c(C)ccc3nsnc23)cc1OC	-14.3
CCOC(=O)/C=C/COc1ccc2oc(-c3ccccc3)c(C(=O)OCC)c2c1	-7.5
Cc1ccc2c(c1)NC(c1cccc(O)c1)C1=C(CC(C)(C)CC1=O)N2 (centres undefined)	1.3
O=C(CCCC(=O)OCC(F)(F)C(F)F)Nc1ccc(I)cc1	-5.1
C=CCN(CC=C)C(=O)c1ccc(OC)cc1	-11.8
COc1ccccc1C/C(N)=N/OC(=O)COc1cccc(C)c1	38.2

Not all compounds are listed; the hit share may differ from the screen's.
